DDE Tn7 FP inh – DD(E)-Tn7 binding inhibition, primary FP screen. hit rate 0.13% among 370,000. FP displacement of FITC-Tn7 peptide from fibrin DD(E); 0% = median of compound wells per plate. inhibition, % at 8.3 µM. P02675;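 active means inhibition above the mean of compounds falling within the control limits plus 3 SD of them, cut at about 14% in these data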;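 further: 0% = plate median of compound wells and 100% = 10 µM Aha-Tn7 peptide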
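system = human fibrin DD(E) protein | quantity = DD(E) 2 µM final | medium = Tris/NaCl/CaCl2 buffer, pH 7.8 | also added = labelled Tn7 tracer, 0.1 µM | compound dosing = single point at 8.3 µM | timing = compound with protein 10 min, then 3 h after probe, room temperature | signal = FP measurement | benchmarks = Aha-Tn7 high control | repeats = one replicate per compound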
PLC-beta3 inh – blocks human PLC-beta3 enzyme activity; Purified PLC-beta3, fluorogenic substrate, fluorescence; hit rate 0.18% among 370,000; AID 720704; inhibition, % at 12.2 µM; Q01970; in the data active means inhibition above about 11%;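 further: 0% = median of compound wells on plate and 100% = full blocker control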
HGIII-sPLA2 inh – Inhibits HGIII-sPLA2 liposome hydrolysis, primary screen; Q9NZ20; QFRET BODIPY PC-A2 liposome hydrolysis, fluorescence; AID 743126; inhibition, % at 12.2 µM; hit rate 0.56% among 370,000;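 active means inhibition above mean plus 3 SD of compounds lying within the high and low control bounds, cut at about 19% in these data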;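 further: 0% = median of test compound wells and 100% = no enzyme DMSO wells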
Tn6 DDE FP – DD(E)-Tn6 binding inhibition, primary FP screen | P02675 | Fibrin DD(E) TRITC-Tn6 fluorescence polarization displacement | inhibition, % at 8.3 µM | hit rate 0.21% among 370,000 | AID 720509;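 active means inhibition above a per-campaign cutoff: mean of compounds within control limits plus 3 SD, cut at about 15% in these data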;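 further: 0% = median of all compound wells on the plate and 100% = blocking peptide control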
UHRF1 binding – UHRF1 methyl-DNA binding inhibition; Q96T88; UHRF1 binding to methylated oligo, TR-FRET; hit rate 0.75% among 370,000; inhibition, % at 4.4 µM; in the data active means inhibition above about 21%;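 further: UHRF1 SRA domain binding a hemimethylated CpG hairpin DNA probe; 0% = median of test compound wells and 100% = reference inhibitor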
Target sequence (Q96T88 whole entry, looked up, the tested form may be a part): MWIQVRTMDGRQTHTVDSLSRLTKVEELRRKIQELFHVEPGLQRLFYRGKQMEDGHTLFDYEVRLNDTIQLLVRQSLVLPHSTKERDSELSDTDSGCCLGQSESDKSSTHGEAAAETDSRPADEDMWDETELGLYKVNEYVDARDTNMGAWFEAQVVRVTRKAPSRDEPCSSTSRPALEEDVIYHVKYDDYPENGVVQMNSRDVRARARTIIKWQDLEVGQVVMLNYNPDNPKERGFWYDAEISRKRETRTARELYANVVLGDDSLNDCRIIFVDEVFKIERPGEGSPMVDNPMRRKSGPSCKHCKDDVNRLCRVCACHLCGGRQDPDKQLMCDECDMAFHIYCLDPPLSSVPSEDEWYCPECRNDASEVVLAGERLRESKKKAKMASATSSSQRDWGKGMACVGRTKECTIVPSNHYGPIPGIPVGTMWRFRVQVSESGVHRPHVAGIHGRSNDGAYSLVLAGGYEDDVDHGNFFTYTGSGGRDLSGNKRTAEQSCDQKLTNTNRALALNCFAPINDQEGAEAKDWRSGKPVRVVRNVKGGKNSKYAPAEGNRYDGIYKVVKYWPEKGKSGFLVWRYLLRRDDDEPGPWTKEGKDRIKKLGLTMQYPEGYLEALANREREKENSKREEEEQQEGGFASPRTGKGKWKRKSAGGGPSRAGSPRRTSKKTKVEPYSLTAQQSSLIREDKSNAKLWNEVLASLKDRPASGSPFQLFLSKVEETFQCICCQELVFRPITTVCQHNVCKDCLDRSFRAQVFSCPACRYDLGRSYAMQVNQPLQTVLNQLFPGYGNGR
ARFGAP1 inhibitor – inhibitors of rat ARFGAP1; inhibition, % at 16.5 µM; hit rate 0.26% among 360,000; Q62848; Arfgap1-stimulated ARF1 GTP hydrolysis, GDP FP detection;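 active means inhibition above a per-plate limit, mean inhibition of low control wells plus 3 SD, cut at about 25% in these data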;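 further: 0% = DMSO wells with enzyme and 100% = wells lacking Arfgap1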
Target sequence (Q62848 1-136 limits assumed): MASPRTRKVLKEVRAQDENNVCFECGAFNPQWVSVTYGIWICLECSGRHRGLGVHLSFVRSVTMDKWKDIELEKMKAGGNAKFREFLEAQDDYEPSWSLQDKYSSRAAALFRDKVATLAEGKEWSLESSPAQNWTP
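Repeats: one replicate per compound; assay system: rat Arfgap1 catalytic domain, aa 1-136; times: enzyme reaction 120 min at 25 °C after 20 min preincubation; detection: FP of antibody-bound GDP Alexa 633 tracer, ex 620/em 688 nm; benchmarks: high control wells lacking Arfgap1, low control full reaction with DMSO; reagent: human ARF1(Δ1-17)-GTP substrate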
ASAP1 inh – blocks human ASAP1-stimulated Arf1 GTP hydrolysis; inhibition, % at 16.5 µM; hit rate 0.19% among 360,000; GDP FP detection; Q9ULH1; in the data active means inhibition above about 25%;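 further: 0% = vehicle with enzyme and substrate and 100% = no enzyme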
Rev-erbA mod – modulates human Rev-erb alpha binding to DNA; P20393; Rev-erbα–FITC-DNA binding, fluorescence polarization, 90 min; activity, % at 10 µM; hit rate 0.79% among 370,000; AID 1259318;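 active means activity above about 14%, limit read from the data; passing the limit was not always enough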;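 further: 0% = DMSO wells with 35 nM protein and 100% = DMSO wells with 750 nM protein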
PLC-gamma1 inh – inhibitors of human phospholipase C gamma1; purified PLC-gamma1, fluorogenic substrate, fluorescence; hit rate 0.84% among 370,000; inhibition, % at 12.2 µM; in the data active means inhibition above about 9.5%
KLK7 zymogen act – proKLK7 (human) activation, primary screen; P49862; hit rate 0.9% among 370,000; activation, % at 7 µM; purified proKLK7, EDANS-DABCYL substrate fluorescence; 100% is mature enzyme control, 0% vehicle;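 active means activation above the mean of all tested compounds plus 3 SD, computed per campaign excluding outliers beyond control limits, cut at about 13% in these data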
Starred values were filed as active, the others as inactive. Hits appear at their usual frequency (roughly 4.5% active in at least one column).

Preview (2 entries):
Screening CC(=O)c1cc2c(cc1NC(=O)CN1CCCCC1C)OCO2 (configuration not stated) returned DDE Tn7 FP inh 3, PLC-beta3 inh -29, HGIII-sPLA2 inh 9, Tn6 DDE FP 0, UHRF1 binding 4, ARFGAP1 inhibitor -6, ASAP1 inh -6, Rev-erbA mod 3, PLC-gamma1 inh -25 and KLK7 zymogen act 1.0.
CC(C(=O)NC1CCCC1)N1C(=O)c2cccc3cccc1c23 (configuration not stated) was read as DDE Tn7 FP inh 0, PLC-beta3 inh -489, HGIII-sPLA2 inh -2, Tn6 DDE FP 4, UHRF1 binding -5, ARFGAP1 inhibitor 3, ASAP1 inh -4, Rev-erbA mod -1, PLC-gamma1 inh -335 and KLK7 zymogen act 8.4.

Main list, from the start:
Screening CC(=O)c1cc2c(cc1NC(=O)CN1CCCCC1C)OCO2 (configuration not stated) returned DDE Tn7 FP inh 3, PLC-beta3 inh -29, HGIII-sPLA2 inh 9, Tn6 DDE FP 0, UHRF1 binding 4, ARFGAP1 inhibitor -6, ASAP1 inh -6, Rev-erbA mod 3, PLC-gamma1 inh -25 and KLK7 zymogen act 1.0.
CC(C(=O)NC1CCCC1)N1C(=O)c2cccc3cccc1c23 (configuration not stated) was read as DDE Tn7 FP inh 0, PLC-beta3 inh -489, HGIII-sPLA2 inh -2, Tn6 DDE FP 4, UHRF1 binding -5, ARFGAP1 inhibitor 3, ASAP1 inh -4, Rev-erbA mod -1, PLC-gamma1 inh -335 and KLK7 zymogen act 8.4.
`Cc1c(C(N)=O)sc2ncn(CCOc3ccccc3)c(=O)c12` gave DDE Tn7 FP inh 5, PLC-beta3 inh -2, HGIII-sPLA2 inh 1, Tn6 DDE FP 3, UHRF1 binding 0, ARFGAP1 inhibitor 10, ASAP1 inh 10, Rev-erbA mod -2, PLC-gamma1 inh -1 and KLK7 zymogen act -0.5.
For CCOC(=O)C1=C(C)NC(SCC(=O)Nc2cc(C)on2)=C(C#N)C1c1cccs1 (configuration not stated) the results were DDE Tn7 FP inh 0, PLC-beta3 inh -41, HGIII-sPLA2 inh -34, Tn6 DDE FP 3, UHRF1 binding 0, ARFGAP1 inhibitor -1, ASAP1 inh 2, Rev-erbA mod 25, PLC-gamma1 inh -40 and KLK7 zymogen act 1.2.
For Cc1ccc(S(=O)(=O)N2CC3(C)CN(S(=O)(=O)c4ccc(C)cc4)CC(C)(C2)C3=O)cc1 the results were DDE Tn7 FP inh -1, PLC-beta3 inh -2, HGIII-sPLA2 inh 5, Tn6 DDE FP -7, UHRF1 binding 7, ARFGAP1 inhibitor 19, ASAP1 inh -2, Rev-erbA mod 0, PLC-gamma1 inh -1 and KLK7 zymogen act 0.3.
`Cc1ccc(N2C(=O)N(CC(=O)Nc3cccc(C)c3C)C(=O)C2C)cc1` (configuration not stated) gave DDE Tn7 FP inh -7, PLC-beta3 inh -5, HGIII-sPLA2 inh -6, Tn6 DDE FP -10, UHRF1 binding -1, ARFGAP1 inhibitor 1, ASAP1 inh -1, Rev-erbA mod -5, PLC-gamma1 inh 1 and KLK7 zymogen act 0.2.
COc1cc(C2/C(=C(\O)c3ccc4c(c3)OCCO4)C(=O)C(=O)N2CCN2CCOCC2)cc(OC)c1OC (configuration not stated) was read as DDE Tn7 FP inh 2, PLC-beta3 inh -8, HGIII-sPLA2 inh 2, Tn6 DDE FP -1, UHRF1 binding -2, ARFGAP1 inhibitor 7, ASAP1 inh 1, Rev-erbA mod 3, PLC-gamma1 inh -2 and KLK7 zymogen act 1.0.
c1ccc(CSc2ccc(-c3ccc4c(c3)OCO4)nn2)cc1 was read as DDE Tn7 FP inh 3, PLC-beta3 inh -3, HGIII-sPLA2 inh 23*, Tn6 DDE FP 0, UHRF1 binding 10, ARFGAP1 inhibitor -2, ASAP1 inh -16, Rev-erbA mod 3, PLC-gamma1 inh 1 and KLK7 zymogen act -0.1.
For COc1ccc(N(CC(=O)N2CCN(Cc3ccccc3)CC2)S(C)(=O)=O)cc1 the results were DDE Tn7 FP inh -10, PLC-beta3 inh -3, HGIII-sPLA2 inh 7, Tn6 DDE FP 1, UHRF1 binding -2, ARFGAP1 inhibitor -7, ASAP1 inh -14, Rev-erbA mod 0, PLC-gamma1 inh 3 and KLK7 zymogen act -0.5.
O=C1CCNCCN1[C@H](CO)Cc1ccccc1 was read as DDE Tn7 FP inh -2, PLC-beta3 inh 7, HGIII-sPLA2 inh -1, Tn6 DDE FP -7, UHRF1 binding -3, ARFGAP1 inhibitor -11, ASAP1 inh 3, Rev-erbA mod 6, PLC-gamma1 inh 5 and KLK7 zymogen act 0.4.
Screening Cc1cc(C)n(C(=O)c2ccc(C)c(Br)c2)n1 returned DDE Tn7 FP inh -7, PLC-beta3 inh -6, HGIII-sPLA2 inh 2, Tn6 DDE FP 1, UHRF1 binding -2, ARFGAP1 inhibitor -3, ASAP1 inh -9, Rev-erbA mod 0, PLC-gamma1 inh 0 and KLK7 zymogen act 0.0.
`COc1ccc([N+](=O)[O-])cc1NC(=O)CSc1nncn1-c1ccccc1` gave DDE Tn7 FP inh 4, PLC-beta3 inh -2, HGIII-sPLA2 inh 3, Tn6 DDE FP 1, UHRF1 binding 4, ARFGAP1 inhibitor -1, ASAP1 inh 13, Rev-erbA mod -1, PLC-gamma1 inh 6 and KLK7 zymogen act 0.1.
For O=C(Nc1cccc(F)c1)C1CCCN1S(=O)(=O)c1cccc2cccnc12 (configuration not stated) the results were DDE Tn7 FP inh -4, PLC-beta3 inh 7, HGIII-sPLA2 inh -3, Tn6 DDE FP -2, UHRF1 binding 1, ARFGAP1 inhibitor 4, ASAP1 inh 13, Rev-erbA mod -6, PLC-gamma1 inh 3 and KLK7 zymogen act 0.0.
CCOc1ccccc1CNC(=O)CCC(=O)N1Cc2ccccc2Oc2ncccc21 was read as DDE Tn7 FP inh 1, PLC-beta3 inh -7, HGIII-sPLA2 inh 1, Tn6 DDE FP 8, UHRF1 binding 3, ARFGAP1 inhibitor -3, ASAP1 inh -2, Rev-erbA mod 1, PLC-gamma1 inh -1 and KLK7 zymogen act 0.2.
`CCNC(=O)NC(=O)COC(=O)c1ccccc1SCC(=O)NC(=O)NCC` gave DDE Tn7 FP inh 3, PLC-beta3 inh -243, HGIII-sPLA2 inh 1, Tn6 DDE FP 1, UHRF1 binding 1, ARFGAP1 inhibitor -3, ASAP1 inh -13, Rev-erbA mod -4, PLC-gamma1 inh -209 and KLK7 zymogen act 39*.
`C=CCc1cccc2cc(C(=O)NNC(=O)c3ccncc3)c(=O)oc12` gave DDE Tn7 FP inh 4, PLC-beta3 inh -5, HGIII-sPLA2 inh 4, Tn6 DDE FP -7, UHRF1 binding 0, ARFGAP1 inhibitor 2, ASAP1 inh -3, Rev-erbA mod -3, PLC-gamma1 inh 0 and KLK7 zymogen act -0.2.
For Cc1cc(=O)oc2cc(NC(=O)c3cccc(S(=O)(=O)N(C)C)c3)ccc12 the results were DDE Tn7 FP inh 1, PLC-beta3 inh -56, HGIII-sPLA2 inh -5, Tn6 DDE FP -1, UHRF1 binding 1, ARFGAP1 inhibitor 2, ASAP1 inh -4, Rev-erbA mod 2, PLC-gamma1 inh -30 and KLK7 zymogen act 1.7.
COc1ccc(N(C(=O)Cn2nnc3ccccc32)C(C(=O)NCc2ccco2)c2ccc(C)o2)cc1 (configuration not stated) was read as DDE Tn7 FP inh -8, PLC-beta3 inh 0, HGIII-sPLA2 inh -12, Tn6 DDE FP 3, UHRF1 binding 1, ARFGAP1 inhibitor 2, ASAP1 inh 1, Rev-erbA mod 0, PLC-gamma1 inh 1 and KLK7 zymogen act 0.0.
Screening CCOc1ccccc1OC(=O)CN1C(=O)c2ccccc2C1=O returned DDE Tn7 FP inh -2, PLC-beta3 inh -2, HGIII-sPLA2 inh 0, Tn6 DDE FP -4, UHRF1 binding -3, ARFGAP1 inhibitor 8, ASAP1 inh -1, Rev-erbA mod -8, PLC-gamma1 inh 4 and KLK7 zymogen act 0.4.
For CCOc1ccc(Cl)cc1-c1cc(C(=O)NC2CCCCC2)[nH]n1 the results were DDE Tn7 FP inh 5, PLC-beta3 inh 0, HGIII-sPLA2 inh 13, Tn6 DDE FP 1, UHRF1 binding 79*, ARFGAP1 inhibitor -3, ASAP1 inh -1, Rev-erbA mod -5, PLC-gamma1 inh 4 and KLK7 zymogen act 0.0.
`COC(=O)C(NC(=O)c1ccccc1)(Nc1nc(C)cs1)C(F)(F)F` (configuration not stated) gave DDE Tn7 FP inh 4, PLC-beta3 inh 3, HGIII-sPLA2 inh 3, Tn6 DDE FP -4, UHRF1 binding 1, ARFGAP1 inhibitor 14, ASAP1 inh -6, Rev-erbA mod -6, PLC-gamma1 inh 9 and KLK7 zymogen act -0.3.
Screening Cc1nc2ccc(Cl)cc2c(-c2ccccc2)c1C(=O)N(C)C returned DDE Tn7 FP inh -1, PLC-beta3 inh -6, HGIII-sPLA2 inh 16, Tn6 DDE FP -3, UHRF1 binding 5, ARFGAP1 inhibitor 3, ASAP1 inh -12, Rev-erbA mod 1, PLC-gamma1 inh 8 and KLK7 zymogen act -0.4.
`Clc1ccc(CSc2snnc2-c2ccccc2)c(Cl)c1` gave DDE Tn7 FP inh 4, PLC-beta3 inh -3, HGIII-sPLA2 inh 3, Tn6 DDE FP 7, UHRF1 binding -3, ARFGAP1 inhibitor -7, ASAP1 inh -8, Rev-erbA mod 1, PLC-gamma1 inh -7 and KLK7 zymogen act -0.3.
`FC(F)(F)c1ccc(CSc2ccccn2)cc1` gave DDE Tn7 FP inh 6, PLC-beta3 inh -5, HGIII-sPLA2 inh 12, Tn6 DDE FP 3, UHRF1 binding 3, ARFGAP1 inhibitor 3, ASAP1 inh -2, Rev-erbA mod 3, PLC-gamma1 inh 2 and KLK7 zymogen act 0.7.
For Cc1ccc(C)c(NC(=O)CN(C)C(=O)c2cc(-c3cccs3)nn2-c2ccccc2)c1 the results were DDE Tn7 FP inh -9, PLC-beta3 inh -4, HGIII-sPLA2 inh 1, Tn6 DDE FP 0, UHRF1 binding 0, ARFGAP1 inhibitor 11, ASAP1 inh 7, Rev-erbA mod -1, PLC-gamma1 inh 2 and KLK7 zymogen act 0.5.
COc1cccc(C(=O)N(CN2CCCC2=O)c2cccc(Cl)c2)c1OC was read as DDE Tn7 FP inh -3, PLC-beta3 inh -1, HGIII-sPLA2 inh 10, Tn6 DDE FP -6, UHRF1 binding 3, ARFGAP1 inhibitor 7, ASAP1 inh -1, Rev-erbA mod -2, PLC-gamma1 inh 4 and KLK7 zymogen act -0.5.

Screening results as filed in PubChem.
